CD40 NFkB inh: CD40 pathway inhibition in BL2 cells; BL2 NF-kB luciferase reporter, CD40L-induced, 4 h; inhibition, % at 10 µM; 83,000 tested, 0.94% active; AID 1053188;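 active = mean inhibition of at least 50% with a set share of replicates also reaching that level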;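 note: 0% = neutral control wells and 100% = IKK inhibitor VII at 50 µM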
Active calls of the source: *; & = joins results of further samples; [ ] = dose if it differs, or a comment. A portion of the library. The share of hits here may be higher or lower than overall.

Structure | CD40 NFkB inh
O=C1Nc2ccccc2Oc2cc([N+](=O)[O-])cc(Oc3ccccc3)c21 | -8.3
Cn1nccc1C(=O)Nc1ccc(S(=O)(=O)N2CCCC2)cc1 | 6.9
COc1cc(SC)ccc1C(=O)NC(C)C | 3.8
COc1ccccc1NC(=O)N1CCc2[nH]c3ccc(F)cc3c2C1 | 2.3
OCCNc1nc(-c2ccccc2)c2ccccc2n1 | -11.6
C/C=C/c1ccc([C@H]2[C@@H](CO)N(S(=O)(=O)CC)[C@H]2CN(C)C(=O)CC)cc1 | 3.4[25 µM]
CNC(=O)C[C@H]1CC[C@@H]2[C@H](COc3ccc(NS(=O)(=O)c4ccc(F)cc4)cc3C(=O)N2C)O1 | -9.1[25 µM]
O=C(CN1CCN(S(=O)(=O)c2ccccc2)CC1)Nc1ccnn1C1CCCC1 | 6.0
O=C(COC(=O)CCCOc1ccccc1)NC1CCS(=O)(=O)C1 (stereo not drawn) | 8.6
CC1CCc2ccccc2N1C(N)=Nc1ccccc1 (stereo not drawn) | 4.8
COc1ccccc1Oc1ncnc2c1oc1ccccc12 | -1.5
CCOc1ccc(S(=O)(=O)N2CN(c3cccc(C(C)=O)c3)c3nc4ccccc4nc32)cc1 | -7.0
CC(C)C#Cc1ccc([C@H]2[C@@H](CO)N3C(=O)CN(C(=O)c4ccc5c(c4)OCO5)C[C@H]23)cc1 | 7.7[25 µM]
N/C(=N/OCC(=O)Nc1cccc2ccccc12)c1nonc1N | 7.0
O=C(Cc1cccnc1)N1CC(=O)N2[C@@H](CO)[C@H](c3ccc(C4=CCCCC4)cc3)[C@@H]2C1 | -8.9[25 µM]
CCCNC(=O)N1CC2(CN(C(=O)CN(C)C)C2)c2c(n(C)c3cc(OC)ccc23)[C@@H]1CO | 3.3[25 µM]
N#Cc1cccc(-c2ccc(C3[C@@H]4CN(C(=O)c5ccncc5)C[C@H]3N4)cc2)c1 (stereo partly drawn) | 0.9&5.5[25 µM]
Cc1ccc(/C=N/OC(=O)c2nn(C)cc2Cl)cc1 | -88.2
COc1ccc(NC(=O)CSc2nnc(N)s2)cc1S(=O)(=O)N1CCCCC1 | -1.7
Cc1nc(C)c(C(=O)N/N=C/c2c[nH]c3ccccc23)s1 | 12.3

Next section
Structure | CD40 NFkB inh
COc1ccc2c3c([nH]c2c1)[C@H](CO)N(C(C)=O)CC31CCN(C(=O)Nc2ccc(F)cc2F)CC1 | 9.3[25 µM]
O=C(COC(=O)/C=C/c1ccccc1)NC1CCCCC1 | 2.6
COc1ccc(C(=O)N2CCN(c3ccc(F)cc3)CC2)cc1S(=O)(=O)NC1CC1 | -20.1
O=C(C[C@H]1C=C[C@@H](NC(=O)c2ccncc2)[C@H](CO)O1)NCC1CC1 | 3.9[25 µM]
Cc1ccc(NC(=O)CSc2ccc(Br)cc2)cc1S(=O)(=O)N1CCOCC1 | -2.7
Cc1nc(-c2ccc3c(c2)OCCCO3)cs1 | -68.8
CCN(CC(=O)Nc1ccc(NC(C)=O)cc1)C(=O)C1CCC1 | 7.7
Clc1ccc(-c2n[nH]c3c2CCCC3)cc1 | -49.7
CCOC(=O)COc1nc2c(c(-c3ccco3)c1C#N)CCc1ccccc1-2 | 10.6
Cc1nnc2sc(-c3csc4c3CCCC4)nn12 | -6.1
CC1(C)Cc2c(cnn2-c2ccccc2)C(NC(=O)CCc2ccncc2)C1 (stereo not drawn) | 5.2
Cc1cc(C)c(NC(=O)C(C)(C)C)c(Cl)c1 | 3.1
CCc1noc(C)c1C(=O)Nc1nc(-c2ccccc2)cs1 | -40.8
O=C(O)c1cc2sccc2s1 | 5.5
COc1ccccc1-c1nnc(SCc2nc3ccccc3[nH]2)n1C | -1.9
COC(=O)c1ccc(CNC(=O)COC(=O)/C=C/c2cccc(OC)c2)cc1 | -0.8
N#C[C@H]1[C@H](c2ccccc2C2=CCCC2)[C@@H](CO)N1C(=O)C1CCOCC1 | 1.2[25 µM]
CC(=O)[C@@]1(O)CC[C@H]2[C@@H]3C[C@H](C)C4=CC(=O)C=C[C@]4(C)[C@@]3(F)[C@@H](O)C[C@@]21C | 23.4
COc1ccc(NS(=O)(=O)c2ccc(C)c(C(=O)N3CCC3)c2)cc1 | 9.8
CN(C)c1ccccc1C(=O)N1CCCC(C(=O)c2ccc3ccccc3c2)C1 (stereo not drawn) | 16.0

The results go on:
Structure | CD40 NFkB inh
CCCC(=O)Nc1ccccc1NC(C)=O | 11.7
O=C(C[C@H]1CC[C@H]2NC[C@H](O)COC[C@@H]2O1)NC1Cc2ccccc2C1 | 1.8[25 µM]
O=C(COC(=O)c1ccc(OC(F)(F)F)cc1)Nc1ncccn1 | -2.6
O=C(Nc1ccc2oc(-c3ccccc3F)nc2c1)c1ncn[nH]1 | -75.9
O=C(COC(=O)c1ccccc1)NCc1cccs1 | -35.0
COc1nccc(Nc2ccccc2)c1C#N | -6.5
O=C(CN1C(=O)NC2(CCCC2)C1=O)NCCN1C(=O)S/C(=C\c2ccccc2F)C1=O | -2.6
CC(=O)c1cccc(NC(=O)N2CCCCCC2)c1 | -8.0
Cc1ccc(CNC(=O)c2cccnc2)cc1 | 8.9
CC(C)CC(=O)N1CC(C)N(C(=O)CC(C)C)CC1C (stereo not drawn) | -1.5
c1ccc2c(Nc3ccc(N4CCOCC4)cc3)nc(N3CCOCC3)nc2c1 | -22.3
Cc1ccc2nc(SCC(=O)N3CCCC3)[nH]c2c1 | -90.8
O=C(NC1CCC(c2ccccc2)CC1)c1cccnc1 (stereo not drawn) | 0.2
C/C=C/c1ccc2c(c1)O[C@@H](CN(C)C(=O)Nc1ccc(OC)cc1)[C@@H](C)CN([C@H](C)CO)S2(=O)=O | -9.0[25 µM]
COc1ccc(N(CC(=O)NCCC2=CCCCC2)S(=O)(=O)c2ccccc2)c(OC)c1 | 5.2
COc1ccc(CN2C[C@@H](O)COC[C@H]3O[C@H](CC(=O)N(C)C)CC[C@@H]32)cc1 | 1.2[25 µM]
COc1cccc(CN(C)C(=O)c2cc(S(=O)(=O)NC3CCCCC3)ccc2C)c1OC | -0.3
CCNC(=O)COC(=O)Cc1ccc(Cl)cc1Cl | 6.8
O=C(Nc1cc(F)ccc1F)N1CC(=O)N2[C@@H](CO)[C@@H](c3ccc(C#CC4CCCC4)cc3)[C@@H]2C1 | 3.6
COc1ccc(/C=C2\CC/C(=C\c3ccc(OC)c(OC)c3)C2=O)cc1OC | -31.5

4 compounds already listed, ordered by their value in CD40 NFkB inh, lowest first:
smiles,CD40 NFkB inh
O=C(COC(=O)c1ccccc1)NCc1cccs1,-35.0
COc1nccc(Nc2ccccc2)c1C#N,-6.5
CC(C)CC(=O)N1CC(C)N(C(=O)CC(C)C)CC1C (stereo not drawn),-1.5
Cc1ccc(CNC(=O)c2cccnc2)cc1,8.9

Next part:
Structure | CD40 NFkB inh
CN=c1sc2ccccc2n1CC(O)COCc1ccco1 (stereo not drawn) | 5.2
NC(=O)c1c(NC(=O)c2cccnc2)sc2c1CCCC2 | -97.2
CN(CC(=O)Nc1cccc(F)c1)C(=O)c1cccc(S(=O)(=O)N2CCN(Cc3ccccc3)CC2)c1 | 15.8
COc1ccc(NC(=O)CN(C)C(=O)c2ccc(N3CCCCC3)c([N+](=O)[O-])c2)cc1 | 6.7
COc1ccc(NC(=O)N(C)C[C@@H]2OCCCC[C@@H](C)Oc3ccc(NC(=O)c4ccncc4)cc3C(=O)N([C@@H](C)CO)C[C@H]2C)cc1 | -11.5[25 µM]
Cc1cc(C)n2nc(CCCO)nc2n1 | 3.6
COc1ccc(CN2CC3(CN(C(C)=O)C3)c3c(n(C)c4cc(OC)ccc34)[C@@H]2CO)cc1 | 8.1[25 µM]
NC(=O)c1ccc(SCC(=O)OCC(=O)N2CCCCC2)c([N+](=O)[O-])c1 | -8.0
C[C@@H]1CN([C@@H](C)CO)C(=O)c2cc(NS(=O)(=O)c3ccc(Cl)cc3)ccc2O[C@@H](C)CCCCO[C@@H]1CN(C)C(=O)CCCN(C)C | -7.2[25 µM]
O=c1c2ccccc2ncn1CCOc1ccccc1[N+](=O)[O-] | -63.4
CCCNC(=O)[C@@H]1[C@@H](CO)[C@@H]2Cn3c(cccc3=O)[C@@H]2N1Cc1cccc(F)c1 | -2.6[25 µM]
C#CCOC(=O)CCC(=O)NCCc1ccccc1 | 10.6
COc1ccccc1OCc1csc(NC(=O)c2ccco2)n1 | -86.8
CCOc1ncccc1C(=O)Nc1cccc(-c2nc3cccnc3s2)c1 | -21.2
COc1ccc(S(N)(=O)=O)cc1C(=O)OCC(=O)NC(C)(C#N)C1CC1 (stereo not drawn) | 4.8
CNc1snc(C)c1C(=O)OC(C)C(=O)Nc1ccc(F)cc1 (stereo not drawn) | -9.9
Cc1nn(CC(=O)N(C)C2(C#N)CCCCC2)c(C)c1[N+](=O)[O-] | -5.4
COCC(=O)N1[C@H](C#N)[C@@H](c2ccccc2-c2cccc(OC)c2)[C@@H]1CO | -14.8[25 µM]
COc1ccccc1/C=C/CN1CCC(Oc2ccc(C(=O)N3CCCCC3)cc2)CC1 | 7.8
Cc1ccc(C)c(-n2ccnc2SCC(=O)c2c(N)n(C3CC3)c(=O)[nH]c2=O)c1 | 6.7

Remaining list, next part
Structure | CD40 NFkB inh
COc1ccc(S(=O)(=O)N2CCCCN3[C@H](CO)[C@H](c4ccc(C#CC(C)C)cc4)[C@H]3C2)cc1 | 19.4
COc1cc(C(=O)N2CCN(C)C(C)C2)ccc1OC1CCN(C(C)=O)CC1 (stereo not drawn) | -9.0
CC(C)NC(=O)N1[C@H](C(=O)NC2CCC2)[C@@H](CO)[C@@H]2Cn3c(ccc(-c4ccccc4F)c3=O)[C@@H]21 | -3.5[25 µM]
Cc1nn(-c2ccc(F)cc2F)c2c1-c1nc(N3CCCC3)ncc1CC2 | -13.2
CO[C@@H](CN(C)Cc1ccc(-c2ccccn2)cc1)[C@H](C)CN(C(=O)Nc1ccc(F)cc1)[C@H](C)CO | -25.6[25 µM]
O=C(NCC1CC1)c1cccs1 | 4.7
CN(C)CC(=O)N[C@H]1CC[C@@H](CCn2cc(C3CCCC3)nn2)O[C@@H]1CO | -2.4
Cc1ccccc1-c1cnc2c(c1)C(=O)N([C@@H](C)CO)C[C@H](C)[C@H](CN(C)Cc1ccccc1F)O2 | 8.4[25 µM]
O=C(COC(=O)c1ccccc1NC(=O)c1ccco1)NCc1ccc2c(c1)OCO2 | 0.5
CC(=O)N1[C@H](CNC(=O)CN(C)C)[C@@H](c2ccc(C3=CCCCC3)cc2)[C@@H]1CO | -5.5[25 µM]
COC(=O)c1sccc1NC(=O)C1CC2CCC1C2 (stereo not drawn) | 9.9
O=C1COc2ccc(-c3csc(NCC4CCCO4)n3)cc2N1 (stereo not drawn) | -39.4
CCn1nnc2cc(C(=O)NCC(c3ccccc3OC)N(C)C)ccc21 (stereo not drawn) | 5.1
CC(=O)O/N=C/c1c(Cl)n(C)c2ccccc12 | 1.3
Cn1c2ccccc2c2cc(C(=O)N3CCOCC3)sc21 | -41.3
O=C(C[C@@H]1C=C[C@@H](NC(=O)Cc2cccnc2)[C@@H](CO)O1)NCc1ccc2c(c1)OCO2 | 4.3[25 µM]
COc1ccccc1N1C(N)=NC(N)=NC1(C)C | 3.3
CCC(=O)N(c1nnc(SCC(=O)Nc2ccc(N3CCOCC3)cc2)s1)C1CC1 | -6.8
CC(=O)O[C@H]1CSC[C@H]1NC(=O)c1ccccc1 | 16.1
Cc1c(C(=O)N2CCCCC2)nnn1-c1nonc1N | -3.0

The list continues.
Structure | CD40 NFkB inh
OC[C@@H]1[C@@H](c2ccc(-c3cccc(F)c3)cc2)[C@@H]2CN(Cc3cncnc3)CCCCN12 | -1.1[25 µM]
NNC(=O)COc1ccccc1F | 10.9
O=C(Nc1cccnc1)C12CC3CC(CC(C3)C1)C2 | 29.9
CC(Sc1ncccn1)C(=O)NC1CCCC1 (stereo not drawn) | 10.5
O=C(COc1coc(CN2CCN(c3ccccc3F)CC2)cc1=O)N1CCc2ccccc21 | 25.0
O=C(OCc1cc2ccccc2[nH]c1=O)c1cccs1 | -2.9
Cc1ccnc(NC(=O)C2CCN(S(=O)(=O)c3ccc4ccccc4c3)CC2)c1 | -9.6
COc1ccc(-c2nc(C#N)c(NCc3cccnc3)o2)cc1OC | -11.9
O=C(O)COc1ccc(NC(=O)C(c2ccccc2)c2ccccc2)cc1 | 9.7
Cc1ccc2c(c1)c1c3n2CCCN(Cc2ccccc2)C3CCC1 (stereo not drawn) | 3.6
O=C1CC(=O)OC(c2ccc([N+](=O)[O-])cc2)O1 | 85.7*
COc1cccc(C(=O)Nc2ccccc2OC(F)(F)F)c1 | 11.8
CC(=O)c1ccc(NC(=O)NCc2ccc(F)cc2)cc1 | -23.2
Cn1cnc(S(=O)(=O)N2CC[C@@H]3[C@H]2c2cc(C#CC4CCCC4)ccc2N[C@@H]3CO)c1 | 9.4[25 µM]
CC1(C(=O)NC2CCCCCCC2)CCC(=O)N1Cc1cccs1 (stereo not drawn) | 3.2
CNC[C@@H]1Oc2ncccc2C(=O)N(C)C[C@H]1C | -3.8
N#C[C@@H]1[C@H](c2ccc(C3=CCCC3)cc2)[C@H](CO)N1C(=O)Cc1ccncc1 | -7.8[25 µM]
CC(=O)c1ccc(OCCCC(=O)Nc2ccc(C)c(S(=O)(=O)N3CCCCC3)c2)cc1 | 5.1
COc1c(Cl)cc(C(=O)NN)cc1Cl | 3.0
N#C[C@@H]1N[C@@H](CO)[C@@H]1c1ccc(-c2ccccc2F)cc1 | -15.0[25 µM]
O=C(C[C@H]1CC[C@@H]2[C@H](COC[C@H](O)CN2C(=O)c2cc(Cl)cc(Cl)c2)O1)N1CCc2ccccc2C1 | 16.5[25 µM]
O=C(Cc1ccccn1)N[C@@H]1C=C[C@H](CC(=O)N2CCCCC2)O[C@@H]1CO | 3.7
